Assay outcomes: PubChem BioAssay, several laboratories
HIF act = HIF pathway transcriptional activation. U2OS HRE-luciferase reporter, luminescence; normalized: DMSO 0%, desferrioxamine 100%. activation, % at 7.5 µM (by protocol). 0.32% of 300,000 active;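 active = mean activation of at least 10% of the iron chelator positive control signal, with at least half of replicates also reaching 10%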
TRPC6 activator = activates the mouse TRPC6 cation channel; HEK293-TRPC6 membrane potential dye fluorescence; hits give high values; B-score at 10 µM; 0.13% of 310,000 active; AID 2550;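 active = B-score of the integrated fluorescence ratio above library mean plus 3 SD, and starting fluorescence ratio within library mean plus 5 SD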;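 also: higher score means more depolarization so channel activation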
SKKanGAS inh = inhibitors of SKKanGAS S. pyogenes growth in kanamycin (SK-promoter or general growth effect) | 1.3% of 300,000 active | inhibition, % at 7.5 µM | BacTiter-Glo, 6 h;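 active = mean replicate score, as percent of positive control median, at least 50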;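 also: strain carries kanamycin resistance gene driven by streptokinase promoter and grows in 40 µg/ml kanamycin; loss of luminescence reflects streptokinase promoter inhibition or plain growth inhibition; 0% = median of DMSO wells and 100% = positive control at its reference dose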
TRPC4 PAM = TRPC4 (mouse) allosteric potentiation | HEK293 TRPC4beta/mu-opioid, DAMGO EC20, Fluo-4 Ca2+ flux; hits give high values | B-score at 10 µM | 0.42% of 310,000 active | AID 2227;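 active = B-score of calcium response area above 5 SD of library B-scores, with initial fluorescence ratio within 5 SD of library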;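 also: B-score of integrated fluorescence ratio over time as area under calcium response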
Target sequence (Q9QUQ5 whole entry, looked up): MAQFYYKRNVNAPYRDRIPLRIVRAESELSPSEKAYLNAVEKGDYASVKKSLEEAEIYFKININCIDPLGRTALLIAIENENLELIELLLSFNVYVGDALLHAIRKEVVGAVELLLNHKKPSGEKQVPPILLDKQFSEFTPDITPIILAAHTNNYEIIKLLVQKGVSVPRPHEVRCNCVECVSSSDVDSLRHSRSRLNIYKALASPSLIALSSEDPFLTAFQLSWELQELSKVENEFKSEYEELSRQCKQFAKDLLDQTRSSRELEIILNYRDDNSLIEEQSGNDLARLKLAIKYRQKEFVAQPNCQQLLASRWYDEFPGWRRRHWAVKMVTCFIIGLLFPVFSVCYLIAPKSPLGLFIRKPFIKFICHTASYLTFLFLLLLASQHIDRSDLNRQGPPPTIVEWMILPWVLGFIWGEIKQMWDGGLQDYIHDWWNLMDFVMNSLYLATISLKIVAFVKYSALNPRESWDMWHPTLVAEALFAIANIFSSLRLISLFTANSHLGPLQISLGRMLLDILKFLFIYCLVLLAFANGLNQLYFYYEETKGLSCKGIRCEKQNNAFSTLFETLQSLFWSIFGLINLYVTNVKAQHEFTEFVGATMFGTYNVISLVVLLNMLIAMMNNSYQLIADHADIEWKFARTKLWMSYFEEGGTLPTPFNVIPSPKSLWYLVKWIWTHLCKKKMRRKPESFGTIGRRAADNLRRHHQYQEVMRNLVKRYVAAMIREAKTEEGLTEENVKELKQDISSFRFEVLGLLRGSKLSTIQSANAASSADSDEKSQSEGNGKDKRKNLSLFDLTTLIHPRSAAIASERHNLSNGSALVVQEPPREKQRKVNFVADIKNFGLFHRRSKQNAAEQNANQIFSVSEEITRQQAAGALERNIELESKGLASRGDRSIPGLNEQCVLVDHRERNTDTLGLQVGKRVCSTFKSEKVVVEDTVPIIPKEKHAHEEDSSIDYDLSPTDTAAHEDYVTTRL
TRPC4 agonist = activators of mouse TRPC4 channel | Q9QUQ5 | HEK293 TRPC4beta/mu-opioid, Fluo4 calcium fluorescence; hits give high values | B-score at 10 µM | 0.49% of 310,000 active | AID 2237;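 active = B-score above 5 SD of library B-scores, and initial fluorescence ratio not above library mean plus 5 SD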;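 also: positive B-score marks a calcium rise read as TRPC4 activation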
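Assay system: HEK293 cells stably co-expressing mouse TRPC4beta and mu-opioid receptor / Timing: Fluo4 dye loading 45 min at room temperature, 110 s recording / Signal: Fluo4 calcium-sensitive dye fluorescence, kinetic, 1 Hz baseline / Read-out: integrated baseline-normalised fluorescence ratio, converted to per-well B score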
aSyn 5UTR inh = 5' untranslated region of α-synuclein, MLPCN primary screen; 0.82% of 300,000 active; inhibition, % (tested at 7.5 µM); alpha-synuclein 5'UTR reporter, inhibitor activity; in the data active = inhibition above about 60%;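 also: H4 neuroglioblastoma cells stably carrying SNCA 5'UTR luciferase fusion; 0% = DMSO wells and 100% = positive control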
TRPC4 block = inhibitors of mouse TRPC4 channel; AID 2247; B-score at 10 µM; 0.39% of 300,000 active; HEK293 TRPC4beta/mu-opioid, DAMGO-evoked Fluo4 calcium flux; hits give low values; Q9QUQ5;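 active = B-score over 3 SD under the library average, no early fluorescence shift, positive overall ratio signal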
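Signal: kinetic Fluo4 fluorescence imaging of calcium influx. Material: stable TRPC4beta/mu-opioid receptor HEK293 cells. Probe or stimulus: DAMGO in two steps, submaximal then maximal.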
TRPC6 inh = blocks the mouse TRPC6 cation channel; Q61143; HEK293-TRPC6, membrane potential dye, ACh-evoked depolarization; hits give low values; B-score at 10 µM; AID 2553; 1.1% of 310,000 active;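 active = B-score under library mean minus 3 SD, initial fluorescence not abnormally high, positive integrated signal ratio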;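 also: B-score derived from integrated fluorescence ratio over the kinetic read; more negative B-score means stronger inhibition of depolarization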
KLF5 inh = inhibitors of KLF5 expression; 0.23% of 290,000 active; inhibition, % at 5 µM; DLD-1 KLF5 promoter-luciferase reporter, luminescence;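 active = inhibition above a per-plate limit of that plate's mean compound inhibition plus 3 SD, cut at about 60% in these data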;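 also: 0% = DMSO wells and 100% = LY294002 at 200 µM; higher means less KLF5 promoter-driven luciferase light; inactives centre near -14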
MrgX1 antag = antagonists of human MrgX1 receptor; Q96LB2; MRGX1-HEK293 calcium flux, Fluo-4, BAM8-22 antagonism; hits give low values; B-score at 10 µM; 1.3% of 310,000 active; AID 588676;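 active = calcium-response B-score plate-corrected more than 3 library SD below zero, starting fluorescence within 5 deviations, no agonist response on first addition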;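 also: peak minus trough fluorescence over baseline after final BAM8-22 challenge near maximal dose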
IEC-6 cytotox = kills IEC-6 intestinal cells in KLF5 counter-screen. inhibition, % at 5 µM. IEC-6 cytotoxicity, luminescence viability. 0.78% of 290,000 active; in the data active = inhibition above about 22%;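 also: 0% = plate median of test compound wells and 100% = cytotoxic reference compound wells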
The depositor's hits bear a star; i = inactive; . = not tested or not shown.

No.	Molecule	HIF act	TRPC6 activator	SKKanGAS inh	TRPC4 PAM	TRPC4 agonist	aSyn 5UTR inh
1	Cc1ccc2cc(CN(Cc3nnnn3C3CCCCC3)CC3CCCO3)c(=O)[nH]c2c1 (stereo unspecified)	-0.4	i	-11	i	i	4
2	Cc1nc2cc(C(=O)NCc3ccc4c(c3)OCO4)ccc2n1-c1ccc(Br)cc1	0.2	i	3	i	i	3
3	CCCc1nc2nc(C)c(NS(=O)(=O)c3ccc(CC(C)C)cc3)c(=O)n2[nH]1	-2.4	i	16	i	i	-7
4	Cc1ccc(C(=O)NCCc2nnc3c(C(F)(F)F)cc(Cl)cn23)o1	-0.2	i	-6	i	i	-3
5	Cc1cc(C)cc(NC(=O)COC(=O)CCCC2=NS(=O)(=O)c3ccccc3N2)c1	0.3	i	4	i	i	6
6	CCCCC(=O)NCCc1cc2c(OC)ccc(OC)c2[nH]c1=O	-0.1	i	0	i	i	3
7	O=C(C1CCC1)N1CCc2cc(S(=O)(=O)NC3CCCc4ccccc43)ccc21 (stereo unspecified)	-0.3	i	4	i	i	13
8	O=C1C2C3C=CC(C3)C2C(=O)N1/N=C/c1cc(Br)cc([N+](=O)[O-])c1O (stereo unspecified)	-0.1	i	8	i	i	1
9	COc1ccc(/C=C(\NC(=O)c2cccs2)C(=O)Nc2ccc(C)cc2)cc1OC	0.0	i	1	i	i	11
10	COc1ccc(CCn2c(C3CCCCC3)nc3c(c(=O)c4ccccc4n3C)c2=O)cc1OC	.	i	16	i	i	.
11	COc1cccc(NC(=S)NCc2cccs2)c1	2.5	i	6	i	i	-72
12	CC1CCCC(C)N1/N=C/c1ccccc1C(=O)O (stereo unspecified)	0.1	i	1	i	i	-30

No.	TRPC4 block	TRPC6 inh	KLF5 inh	MrgX1 antag	IEC-6 cytotox
1	i	i	5	i	-4
2	i	i	-24	-4.8*	1
3	i	i	14	i	-2
4	i	i	5	i	-5
5	i	i	11	i	0
6	i	i	-18	i	2
7	i	i	-38	i	0
8	i	i	-15	i	-8
9	i	i	-23	i	2
10	i	i	12	i	2
11	i	i	-30	i	1
12	i	i	-21	i	3

Single records (already shown). Order of values: HIF act	TRPC6 activator	SKKanGAS inh	TRPC4 PAM	TRPC4 agonist	aSyn 5UTR inh	TRPC4 block	TRPC6 inh	KLF5 inh	MrgX1 antag	IEC-6 cytotox
`COc1ccc(CCn2c(C3CCCCC3)nc3c(c(=O)c4ccccc4n3C)c2=O)cc1OC` is listed with .	i	16	i	i	.	i	i	12	i	2
`CCCCC(=O)NCCc1cc2c(OC)ccc(OC)c2[nH]c1=O` is listed with -0.1	i	0	i	i	3	i	i	-18	i	2
`CC1CCCC(C)N1/N=C/c1ccccc1C(=O)O` (stereo unspecified) is listed with 0.1	i	1	i	i	-30	i	i	-21	i	3

Continuation.
No.	Molecule	HIF act	TRPC6 activator	SKKanGAS inh	TRPC4 PAM	TRPC4 agonist	aSyn 5UTR inh
13	N#CCc1ccc(NC(=O)/C=C/c2ccc([N+](=O)[O-])o2)cc1	-1.5	i	3	i	i	-38
14	COc1ccc2c(c1)c1nc3n(c(=O)c1n2CC(=O)Nc1ccccc1)CCCS3	-0.3	i	8	i	i	-8
15	CC(Nc1nc(N2CCN(S(C)(=O)=O)CC2)nc2ccccc12)c1ccccc1 (stereo unspecified)	-0.5	i	-8	i	i	3
16	CC(/C=C1\N=C(SCc2ccccc2Cl)SC1=O)=C\c1ccccc1	-0.7	i	9	i	i	12
17	CSCCC(NC(=O)COc1ccccc1)C(=O)NC1CCC(C)CC1 (stereo unspecified)	-0.3	i	33	i	i	0
18	Cc1cc(C)c(C(=O)Nc2cccc(F)c2)c(Cl)n1	0.2	i	20	i	i	7
19	Cc1cc(NC(=O)C2CCCN2C(=O)Nc2cccc(Cl)c2)ccc1-n1cnnn1 (stereo unspecified)	1.2	i	-5	i	i	9
20	CN1CCCN(C(=O)c2ccc(Cl)s2)CC1	-0.4	i	-7	i	i	13
21	COC(=O)c1ccc(C#Cc2ccccc2)o1	1.4	i	10	i	i	-53
22	CC(C)COc1ccc(C(=O)NC(CC(C)C)C(=O)O)cc1 (stereo unspecified)	-0.3	i	-4	i	i	-8
23	Cc1n[nH]c(C)c1CCC(=O)N/N=C/c1cccs1	-0.2	i	-1	i	i	1
24	CCOCCCNC(=O)c1cccs1	0.0	i	-1	i	i	13

No.	TRPC4 block	TRPC6 inh	KLF5 inh	MrgX1 antag	IEC-6 cytotox
13	i	i	-16	.	6
14	i	i	-24	i	1
15	i	-6*	-20	i	-5
16	i	i	-16	i	-6
17	i	i	.	i	.
18	i	i	-1	i	-1
19	i	i	-16	i	7
20	i	i	-29	i	-8
21	i	i	-43	i	2
22	i	i	-11	i	-7
23	i	i	-13	i	-4
24	i	i	-23	i	0

Carrying on.
No.	Molecule	HIF act	TRPC6 activator	SKKanGAS inh	TRPC4 PAM	TRPC4 agonist	aSyn 5UTR inh
25	Cc1cc(-c2ccc(S(=O)(=O)N3CCc4ccccc4C3)s2)on1	-0.7	i	-6	i	i	1
26	Cc1ccc(N2C(=O)Nc3ccccc3C2(O)C(=O)N2CCN(c3ccccn3)CC2)cc1C (stereo unspecified)	0.5	i	-2	i	i	-12
27	O=C(Cn1nnc2ccccc2c1=O)N[C@@H](Cc1ccccc1)C(=O)O	0.2	i	-2	i	i	-15
28	Cc1csc2ncnc(NC3CCN(Cc4ccccc4)CC3)c12	0.0	i	-2	i	i	-20
29	Cc1ccc(C)c(OCc2cc(C(=O)NC3CCOC(C)(C)C3)no2)c1 (stereo unspecified)	1.6	i	21	i	i	-58
30	CN(C)S(=O)(=O)c1cc(NC(=O)COC(=O)C2COc3ccccc3O2)ccc1Cl (stereo unspecified)	-0.3	i	-20	i	i	-28
31	O=C(NCc1ccncc1)c1ccccc1Nc1ccc(SC(F)F)cc1	-1.4	i	2	i	i	22
32	Nc1nnc(SCC(=O)Nc2cc(S(=O)(=O)N3CCOCC3)ccc2Cl)s1	-0.8	i	5	i	i	-14
33	CC1(C)NC(=O)N(CC(O)CN2CCCCC2)C1=O (stereo unspecified)	-0.1	i	-1	i	i	-2
34	COC(=O)c1cnn(-c2ccc(Cl)cc2)c1/C=N/NC(N)=S	-0.7	i	2	i	i	23
35	CCCCOC(=O)Nc1nnc(CC)s1	.	i	4	i	i	-51
36	c1ccc(N2CCCCC2)c(NC2=NCCC2)c1	-0.6	i	-2	i	i	7

No.	TRPC4 block	TRPC6 inh	KLF5 inh	MrgX1 antag	IEC-6 cytotox
25	i	i	-4	i	-4
26	i	i	-2	i	-2
27	i	i	-28	i	4
28	i	i	-26	i	23*
29	i	i	-36	i	-8
30	i	i	-3	i	3
31	i	i	-27	i	12
32	i	i	-17	i	-8
33	i	i	-20	i	0
34	i	i	-12	i	-2
35	i	i	-46	i	-5
36	i	i	0	i	1

Next results follow.
No.	Molecule	HIF act	TRPC6 activator	SKKanGAS inh	TRPC4 PAM	TRPC4 agonist	aSyn 5UTR inh
37	Cc1cccc(CS(=O)(=O)c2ncc(Cl)c(C(=O)NCc3ccccc3)n2)c1	6.1	i	-25	i	i	64*
38	COc1cc(C(=O)NCc2ccc(-c3nc4ccccc4o3)cc2)cc(OC)c1OC	0.9	i	-1	i	i	-56
39	Cc1ccc(C)c(OCc2ccc(C(=O)N3N=C(C(F)F)CC3(O)C(F)F)o2)c1 (stereo unspecified)	-2.3	i	-8	i	i	30
40	COc1cc(OC)c2c(c1)O/C(=C\c1ccccc1)C2=O	4.1	i	-9	i	i	-154
41	CCN1/C(=C2/SC(=S)N(NC(C)=O)C2=O)Sc2ccccc21	-56	i	0	i	i	-8
42	CCN(CC)C(=O)Cn1cc(SCC(=O)NCc2ccco2)c2ccccc21	0.4	i	-2	i	i	-12
43	COc1cc(CNn2cn[nH]c2=S)cc(Br)c1OCc1ccccc1F	0.3	i	13	i	i	-19
44	CSCC[C@H](NC(=O)C1CCN(S(=O)(=O)c2ccccc2)CC1)C(=O)NC1CC1	0.3	i	-6	i	i	-12
45	O=C(NCC(=O)N(CC1CCCO1)C1(C(=O)NC2CCCCC2)CCCCC1)c1ccccc1 (stereo unspecified)	0.4	i	7	i	i	-4
46	Cc1ncsc1CCOC(=O)C1C2CC3CC(C2)CC1C3 (stereo unspecified)	-0.5	i	12	i	i	-4
47	CCN(CC)S(=O)(=O)c1ccc(N2CCOCC2)c(NC(=O)CC(C)(C)C)c1	0.1	i	-11	i	i	-3
48	CN(C(=O)COc1ccccc1C(=O)NCCc1ccccc1)c1ccccc1	2.2	i	-14	i	i	-98

No.	TRPC4 block	TRPC6 inh	KLF5 inh	MrgX1 antag	IEC-6 cytotox
37	i	i	7	i	62*
38	i	i	7	i	1
39	i	i	-5	i	3
40	i	i	.	i	.
41	i	i	-49	i	-3
42	i	i	-8	i	-10
43	i	i	-28	i	-3
44	i	i	-23	i	-1
45	i	i	-11	i	-2
46	i	i	-13	i	6
47	i	i	-7	i	5
48	i	i	-55	i	5

More structures.
No.	Molecule	HIF act	TRPC6 activator	SKKanGAS inh	TRPC4 PAM	TRPC4 agonist	aSyn 5UTR inh
49	CCOC(=O)c1cc(NC(=O)c2cnccn2)cc(C(=O)OCC)c1	-0.4	i	-4	i	i	5
50	CCCCn1c(=N)n(CC(=O)c2ccc(OC)cc2)c2ccccc21	-1.6	i	4	i	i	-2
51	CCc1noc(N)c1C(=O)Nc1ccc(F)c(Cl)c1	-2.3	i	2	i	i	-1
52	Clc1ccc(/C=N\Nc2ccccc2)cc1	1.2	i	7	i	i	-67
53	BrC(=C\c1ccccc1)/C=N/Nc1nc2ccccc2[nH]1	3.2	i	29	i	i	-158
54	COc1cc(C(C)=O)ccc1OCC(O)Cn1nc(C)c(Br)c1C (stereo unspecified)	0.7	i	2	i	i	-13
55	COc1cc2c(cc1OC)C1(Nc3c-2c(Cc2ccccc2)nn3-c2ccccc2)C(=O)Nc2ccccc21 (stereo unspecified)	-0.4	i	17	i	i	38
56	O=S(=O)(c1ccc2ccccc2c1)N1CCN(C(=S)Nc2ccccc2F)CC1	0.1	i	7	i	i	5
57	O=C(NCc1ccccn1)C(=O)NCC1OCCN1S(=O)(=O)c1ccc([N+](=O)[O-])cc1 (stereo unspecified)	-0.1	i	1	i	i	-4
58	COc1ccc(S(=O)(=O)N2CCC[C@H]2C(=O)NC2=NCCS2)cc1	1.1	i	-6	i	i	-10

No.	TRPC4 block	TRPC6 inh	KLF5 inh	MrgX1 antag	IEC-6 cytotox
49	i	i	1	i	1
50	i	i	-4	i	6
51	i	i	25	i	9
52	i	i	-23	i	8
53	i	i	-45	i	3
54	i	i	-23	i	4
55	i	-6.8*	-57	i	-2
56	i	i	-28	i	-2
57	i	i	-14	i	-2
58	i	i	6	i	4
